Source: PubChem BioAssay
A-T KAP1 phos: potential ataxia-telangiectasia treatment | AID 485349 | Potency, µM (titrated, usually from 57.5 µM), for the others: at the highest dose activation, most hits filed as activators | […] A-T fibroblasts, KAP-1 phosphorylation AlphaLISA; neocarzinostatin DNA damage 30 min before lysis | actives 0.19% (n = 320,000); also: potency is read from the fitted curve at half-maximal effect; % of control where 0% means no effect; nearly all actives have a fitted effect of over 45% in size
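hTERT-immortalized A-T patient fibroblasts ([…]), 500 cells/well in OPTI-MEM, 1% FBS, got compounds for 60 min, then NCS for 30 min at 37C. Lysates were then assayed for phospho-KAP-1 by AlphaLISA (anti-pKAP1 donor, anti-KAP1 acceptor beads), 6 hr at 25C.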
TCR activator: activates T cell receptor signaling; 330,000 tested, under 10 active; primary human leukocytes, anti-CD3, IL-2 HTRF, 48 h; Potency, µM (titrated, usually from 9.22 µM), without a hit: at the highest dose activation of IL-2 secretion, usual class: activators; also: % of control where 0% means no effect
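Primary human leukocytes receive a-CD3 beads and test compound and are incubated 48 hr. Secreted IL-2 is then assayed by HTRF, measuring 665nm acceptor emission after 320nm excitation of the europium donor.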
S-ASM inh: inhibitors of human secretory acid sphingomyelinase | actives 0.006% (n = 340,000) | Potency, µM (titrated, usually from 57.5 µM), for the others: at the top dose activity change, negative = inhibition, hits mostly inhibitors | placental ASM, HMU-PC fluorogenic substrate, 60 min | P17405; also: potency is read from the fitted curve at half-maximal effect
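Steps: dispense placental human ASM, pin compound, wait 10 min at room temperature, add HMU-PC0 substrate at 9 uM final, incubate 60 min at 37 °C, add stop solution raising pH to 10, read fluorescence.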
CXXC DNA block: blocks binding of human MLL CXXC domain to DNA; Q03164; MLL-CXXC / FITC-HOXA9 DNA fluorescence polarization; Potency, µM (top dose mostly 115 µM), without a hit: at the top dose activity change, negative = inhibition, hits mostly inhibitors; actives 0.037% (n = 290,000); active = well fitted inhibition curve with a large enough effect in the polarisation, with a control signal flat, not every such curve was filed as active; inconclusive = small, poorly fitted or top-dose-only effect, or effect the other way, or a change in a side signal; inactive = no such curve, though single readings can be large or run the other way; the % refers to the polarisation; also: potency is read from the fitted curve at half-maximal effect
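Fluorescence polarization: 7 uM MLL-CXXC (stock) preincubated 5 min with compounds, then 50 nM fluorescein-HOX-A9 DNA (stock) added; 30 min ambient. Buffer 50 mM Tris-HCl pH 7.5, 50 mM NaCl, 1 mM DTT, 0.05% BSA.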
Mito fusion yeast: blocks mitochondrial division or promotes mitochondrial fusion | S. cerevisiae fusion-defective mutant growth rescue, CellTiterGlo 48 h | Potency, µM (highest dose often 46.1 µM), for the others: at the highest dose growth rescue (activation), hits mostly activators | actives 0.23% (n = 320,000) | AID 485298;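 also: potency is read from the fitted curve at half-maximal effect; % of control where 0% means no effect; nearly all actives have a fitted effect of over 45% in size; temperature-sensitive fusion mutants such as fzo1-1 at 37 °C on non-fermentable ethanol glycerol medium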
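Temperature-sensitive fusion-defective S. cerevisiae (e.g. fzo1-1, mgm1-5) were grown with compound in YPEG medium (3% ethanol, 3% glycerol) for 48 hours at 37C. Growth rescue was measured as viability by CellTiterGlo luminescence after 10 minutes at ambient.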
Menin MLL FP TR: displaces Texas Red mutant MLL peptide from human menin; Menin + Texas Red MLL mutant peptide, fluorescence polarization; actives 0.23% (n = 270,000); O00255; Potency, µM (series often up to 61.6 µM), without a hit: top-dose FP activity change, negative = inhibition, actives largely listed as inhibitors; active = well fitted inhibition curve with a large enough effect in the polarisation, with a control signal flat, not every such curve was filed as active; inconclusive = small, poorly fitted or top-dose-only effect, or effect the other way, or a change in a side signal; inactive = no such curve, though single readings can be large or run the other way; the % refers to the polarisation; also: potency is read from the fitted curve at half-maximal effect; % of control where 0% means no effect; many of its hits are not listed in these tables
a7 integrin act: activators of alpha7 integrin expression for muscular dystrophy | actives 0.064% (n = 350,000) | alpha7betagal myoblasts, beta-gal FDG fluorescence, 48 h | Potency, µM (titrated, usually from 38.3 µM), inactives show top-dose activation, most hits filed as activators;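 also: potency is read from the fitted curve at half-maximal effect; 100% = response of the positive control SU9516; nearly all actives have a fitted effect of over 60% in size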
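alpha7betagal+/- myoblasts (passage 13, 250/well) treated 48 h at 37C with compounds at 1:260 dilution of DMSO stock. Lysed, then beta-galactosidase activity read as FDG fluorescence (ex 480/em 540) after 30 min, with pre-read for autofluorescence.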
TSG101-PTAP inh: blocks PTAP/TSG101 interaction to inhibit HIV-1 budding | Fluorescence polarization, FITC-PTAP peptide / Tsg101 binding | Potency, µM (series often up to 115 µM), inactives show at the highest dose activity change, negative = inhibition, usual class: inhibitors | 340,000 tested, under 10 active; active = well fitted inhibition curve with a large enough effect in the main read-out, with a control signal flat, not every such curve was filed as active; inconclusive = small, poorly fitted or top-dose-only effect, or effect the other way, or a change in a side signal; inactive = no such curve, though single readings can be large or run the other way; also: potency is read from the fitted curve at half-maximal effect; % of control where 0% means no effect
Target sequence (Q99816 whole entry, looked up): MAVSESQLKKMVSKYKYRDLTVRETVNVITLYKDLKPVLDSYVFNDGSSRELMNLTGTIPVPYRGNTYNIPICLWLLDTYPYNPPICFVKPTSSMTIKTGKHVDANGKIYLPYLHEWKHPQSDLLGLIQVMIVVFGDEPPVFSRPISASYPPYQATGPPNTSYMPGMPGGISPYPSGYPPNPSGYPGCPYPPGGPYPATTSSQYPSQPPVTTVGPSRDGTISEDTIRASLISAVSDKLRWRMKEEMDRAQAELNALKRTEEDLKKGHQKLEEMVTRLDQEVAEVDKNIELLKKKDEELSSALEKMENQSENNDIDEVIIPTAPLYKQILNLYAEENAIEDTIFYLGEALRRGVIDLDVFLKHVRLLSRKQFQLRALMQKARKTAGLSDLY
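Compounds were pin-transferred onto Tsg101 binding domain (10 uM final) in HEPES pH 7.5 buffer, then FITC-PTAP peptide was added at 50 nM final. After 20 min at RT, polarization reported peptide displacement across a qHTS concentration series.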
TSHR antagonist: antagonists of human thyroid stimulating hormone receptor | TSHR-expressing cells, TSH-stimulated cAMP HTRF, 2 h; hits give low values | actives 0.2% (n = 330,000) | activity change, negative = inhibition, % at 11.5 µM;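 active = activity change below a set negative limit, meaning inhibition stronger than a set level, cut at about -70% in these data; inconclusive = activity change between two set negative limits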; also: % is scaled to controls: 0 for no effect and ±100 for the full control effect
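Cell-based HTRF cAMP assay; TSHR cells + compound, TSH EC80 (4nM final), 2 h, 37 deg C. Lysis with anti-cAMP cryptate and cAMP-d2, 30 min RT, read 665/620 nm.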
MBNL1-CUG inh: blocks human MBNL1 binding to CUG repeat RNA; actives 0.036% (n = 280,000); Potency, µM (titrated, usually from 57.5 µM), inactives show top-dose activity change, negative = inhibition, usual class: inhibitors; Q9NR56; TR-FRET MBNL1-His/biotin-(CUG)12 binding, 665/545 ratio; active = well fitted inhibition curve with a large enough effect in the signal ratio, with a control signal flat, not every such curve was filed as active; inconclusive = small, poorly fitted or top-dose-only effect, or effect the other way, or a change in a side signal; inactive = no such curve, though single readings can be large or run the other way; the % refers to the signal ratio; also: potency is read from the fitted curve at half-maximal effect; % is scaled to controls: 0 for no effect and ±100 for the full control effect
Target sequence (Q9NR56 whole entry, looked up): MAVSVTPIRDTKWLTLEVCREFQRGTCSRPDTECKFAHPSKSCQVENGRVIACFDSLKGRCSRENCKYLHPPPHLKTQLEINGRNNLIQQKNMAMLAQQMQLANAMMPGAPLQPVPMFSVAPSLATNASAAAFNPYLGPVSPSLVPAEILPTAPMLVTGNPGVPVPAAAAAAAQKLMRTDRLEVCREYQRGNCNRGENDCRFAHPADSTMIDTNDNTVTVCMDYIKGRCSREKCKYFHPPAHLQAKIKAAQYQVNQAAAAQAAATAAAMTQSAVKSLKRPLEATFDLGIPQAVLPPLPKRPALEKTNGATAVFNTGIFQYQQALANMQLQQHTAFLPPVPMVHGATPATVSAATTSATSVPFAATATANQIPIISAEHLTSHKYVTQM
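TR-FRET between His-tagged MBNL1 and biotin-(CUG)12 RNA, detected with Tb anti-His antibody (0.055 ng/ul) and streptavidin-XL665 (5 nM), 60 min at room temperature. Compounds titrated 92 nM to 58 uM; 665/545 nm ratio normalized to buffer and complex controls.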
An asterisk follows results filed as active; ? = inconclusive; . = not tested or not shown; [ ] = remark or other dose. Unless noted, calls follow the shape of the dose curve; as a rule, active = well fitted curve in the direction sought with a large enough effect; inconclusive = small, poorly fitted or top-dose-only effect, or another doubt; inactive = no such curve, though single readings can be large; an effect the other way counts as inactive or inconclusive. These rows are one share of the data; count on the stated rates, not on these rows.

SMILES	A-T KAP1 phos	TCR activator	S-ASM inh	CXXC DNA block	Mito fusion yeast	Menin MLL FP TR	a7 integrin act	TSG101-PTAP inh	TSHR antagonist	MBNL1-CUG inh
Cc1cc(Cl)n2nc(C)c(-c3ccc(Cl)cc3)c2n1	-9%	4%	-8%	16%	6%	6%	-64%[inhibitor]	1%	-32	0%
Cc1cccc(C)c1NC(=O)CNC(=O)C1CCCN(C(=O)c2ccc(Cl)cc2)C1 (stereo not drawn)	5%	-9%	4%	.	-6%	.	-19%	3%	7	.
COc1ccccc1Nc1nc2ccccc2[nH]1	-1%	6%	1%	-1%	-5%	6%	0%	-2%	-5	-11%
CC1(C)Cc2c(cnn2-c2ccccc2)C(NC(=O)CCCN2CCCC2=O)C1 (stereo not drawn)	5%	-10%	3%	12%	1%	-6%	-2%	-2%	-18	-3%
COc1cc(OC)nc(NC(=O)CSc2nc3ccccc3o2)n1	-3%	.	3%	18%	-6%	-24%	-2%	-1%	4	1%
Cc1cnc(NC(=O)Cc2ccc(C)c(C)c2)s1	2%	1%	2%	2%	-14%	-23%	-20%	0%	2	-7%
CCCCC(=O)Nc1nnn(CCC)n1	6%	.	5%	1%	-10%	31%[activator]	18%	-2%	2	-4%
Cc1ccccc1NC(=O)Cc1nc(COC(=O)c2ccc(Cl)c(S(N)(=O)=O)c2)cs1	-3%	5%	-1%	.	-1%	.	28%	-1%	0	.
CCOC(=O)CC1C(=O)NCCN1C(=O)c1cc2c(=O)n3ccccc3nc2s1 (stereo not drawn)	2%	.	.	1%	-2%	7%	.	.	65	?
CC(C)C[C@@H](CNCC(=O)[C@H](CC(C)C)NC(=O)c1[nH]cnc1C(=O)N[C@@H](C)CN)NC(=O)c1nc[nH]c1C(=O)N[C@@H](C)C(=O)O	.	2%	8%	.	.	.	21%	-2%	.	.
COc1ccccc1N(CC(=O)NC1CCCC1)S(=O)(=O)c1cccc(C(F)(F)F)c1	2%	7%	.	.	5%	.	?	-3%	-3	.
COc1ccc(CCN=C(N)NS(=O)(=O)c2ccc(C)c(C)c2)cc1OC	4%	5%	0%	?	-1%	-20%	21%	3%	7	6%
Cc1ccc(CNC(=O)C2CCC(=O)N(CCc3cccc(F)c3)C2)s1 (stereo not drawn)	5%	1%	.	?	2%	2%	-5%	-1%	-6	-5%
O=C(NCc1ccccc1F)C1CCCN(C(=O)Nc2ccccc2)C1 (stereo not drawn)	21%	1%	-2%	-17%	-18%	-34%	0%	2%	37	-7%
Cc1ccc(C)c(N2CCN(S(=O)(=O)c3ccc4c(c3)NC(=O)CS4)CC2)c1	-9%	-1%	-11%	1%	18%	.	-25%	-5%	-14	4%
O=S(=O)(Nc1ccc(N2CCCCC2)cc1)c1ccc(F)c(F)c1	-2%	-1%[46.1 µM]	0%	22%	?	4%	-16%	0%	10	-10%
Cc1cccc(NS(=O)(=O)c2ccc(C)c(C(=O)NCC(c3cccs3)N3CCOCC3)c2)c1 (stereo not drawn)	.	3%	0%	.	.	.	12%	-5%	.	.
CC1(C)Cc2c(C#N)c(N)sc(=S)c2CO1	-5%	9%	-10%	2%	2%	-2%	4%	-4%	-9	?
Cc1ccc(C(=O)COc2ccc3ccc(=O)oc3c2)cc1	8%	-6%	8%	11%	1%	.	0%	-9%	-10	15%
Cc1cccc(C)c1NC(=O)C(NC=O)c1ccc(Cl)cc1 (stereo not drawn)	5%	-4%	3%	6%	4%	-8%	-15%	-2%	-1	-15%
CCOc1ccc(OCC)c(NC(=O)C2CCCN2S(=O)(=O)c2cccc3cccnc23)c1 (stereo not drawn)	4%	-2%	-10%	19%	7%	12%	-18%	-7%	-18	-1%
O=C(COc1ccccc1)Nn1c(-c2ccccc2)nc2ccccc2c1=O	3%	0%[46.1 µM]	2%	-4%	0%	3%	16%	-3%	9	1%
COc1cc(/C=C/C(=O)O)cc(Br)c1O	-4%	1%	115%[activator]	1%	8%	.	-15%	-6%	-14	5%
O=C(NCc1ccco1)C1CCN(C(=O)c2ccc([N+](=O)[O-])cc2)CC1	-2%	1%	1%	?	3%	-1%	12%	0%	34	?
COc1ccccc1N1CCN(C2CCCN(C(=O)c3ccoc3)C2)CC1 (stereo not drawn)	4%	4%	-1%	-1%	-2%	.	35%	-5%	8	-2%
CCc1nn2cc(C(=O)c3cc(C)ccc3O)cnc2c1-c1ccc(F)cc1	9%	0%[46.1 µM]	.	-11%	-5%	-1%	-12%	-2%	-3	-5%
Cc1ccc(N2C(=O)C3CCCN3C2=S)cc1Cl (stereo not drawn)	-18%	2%	-15%	22%	7%	2%	-32%	-9%	-3	0%
COc1cc(OC)cc(C(=O)N2CCN(C3CCC(C)CC3)CC2)c1 (stereo not drawn)	.	-2%	2%	.	.	.	-18%	-7%	.	.
CCOC(=O)C1CCN(S(=O)(=O)c2ccc(Cl)nc2)CC1	6%	-2%	0%	3%	2%	.	6%	-1%	3	-13%
Cc1csc(SCc2ccc(C(=O)O)cc2)n1	.	1%	-1%	-5%	1%	6%	7%	-2%	2	5%
NS(=O)(=O)c1ccc(NS(=O)(=O)c2ccc3c(c2)OCCO3)cc1	-1%	7%	-16%	5%	-11%	-5%	-8%	-3%	1	-5%
O=C(CSCc1ccc(Cl)cc1)c1ccco1	10%	.	.	-8%	-1%	1%	.	.	-8	-8%
CC(C)CN(C(=O)C1CC1)c1c(N)n(Cc2ccccc2)c(=O)[nH]c1=O	-4%	-1%	5%	.	-13%	.	-16%	-3%	26	.
COc1ccc(C)cc1NC(=O)CSc1nnc(-c2ccc(OC)c(OC)c2)n1N	-4%	-29%	0%	0%	-1%	-13%	-21%	0%	9	-9%
O=C(/C=C/c1ccccc1)NNc1ccc(Cl)cc1	-1%	2%	1%	4%	?	-8%	-11%	-6%	3	7%
CC(C)Sc1nc(N)nc(-c2cccs2)c1C#N	0%	-4%	9%	4%	?	?	-24%	-1%	-14	-2%
COc1cccc(N/C(N)=N/c2nc(C(F)(F)F)cc(C(F)(F)F)n2)c1	5%	1%	-3%	41%[activator]	?	4%	3%	-8%	17	-10%
COc1ccccc1NC(=O)NC1CCCc2ccccc21 (stereo not drawn)	6%	2%	4%	?	5%	-4%	?	0%	19	1%
O=C(NC1CCN(C(=S)NCc2ccco2)CC1)NC12CC3CC(CC(C3)C1)C2	-2%	-7%	6%	4%	0%	2%	21%	-6%	-4	-8%
Cn1c(=O)c2[nH]c(=O)cnc2n(C)c1=S	4%	8%	27%	6%	-5%	8%	-36%	-9%	-6	13%
COc1cc2c(cc1OC)C(C)N(C(=O)c1ccc(Br)o1)CC2 (stereo not drawn)	3%	-1%[46.1 µM]	4%	4%	29%	-5%	11%	0%	4	-2%
Cc1ccc(S(=O)(=O)N2CCN(C(=O)CN3C(=O)NC4(CCOc5ccccc54)C3=O)CC2)cc1 (stereo not drawn)	0%	2%	3%	3%	0%	-6%	-16%	-1%	-2	-9%
O=C1[C@@H]2Cc3c([nH]c4ccccc34)C(c3ccc([N+](=O)[O-])cc3)N2C(=O)CN1C1CC1 (stereo partly drawn)	36%	-1%	-8%	?	9%	?	-49%[inhibitor]	-3%	-8	?
O=c1cc(-c2ccccc2)nc(SCc2ccc(F)cc2)[nH]1	-3%	0%[46.1 µM]	2%	18%	6%	-9%	6%	-1%	-7	-6%
CC1CN(C(=O)COc2ncnc3ccccc23)CC(C)O1 (stereo not drawn)	1%	-1%	3%	-7%	-2%	-10%	1%	-4%	6	3%
O=C(Cn1c2ccccc2c(=O)c2ccccc21)Nc1ccccc1F	6%	-1%[46.1 µM]	.	13%	-8%	-11%	-34%	-2%	14	22%
CCCCSC(=S)NC1CCS(=O)(=O)C1 (stereo not drawn)	0%	0%[46.1 µM]	4%	-4%	2%	-1%	-27%	-1%	6	15%
Cc1cccc(-n2ncc3c2CCCC3NC(=O)CCc2ccncc2)c1C (stereo not drawn)	-1%	0%	-1%	-4%	-8%	-4%	-24%	-2%	-3	4%
